GPR151 activ: activators of human GPR151; activation, % at 11.2 µM; Q8TDV0; PathHunter beta-arrestin GPR151 cells, luminescence; 650,000 compounds, 1% hits; in the data active = activation above about 4.9%;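 note: 0% = median of compound wells and 100% = cells with positive control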
Target sequence (Q8TDV0 whole entry, looked up): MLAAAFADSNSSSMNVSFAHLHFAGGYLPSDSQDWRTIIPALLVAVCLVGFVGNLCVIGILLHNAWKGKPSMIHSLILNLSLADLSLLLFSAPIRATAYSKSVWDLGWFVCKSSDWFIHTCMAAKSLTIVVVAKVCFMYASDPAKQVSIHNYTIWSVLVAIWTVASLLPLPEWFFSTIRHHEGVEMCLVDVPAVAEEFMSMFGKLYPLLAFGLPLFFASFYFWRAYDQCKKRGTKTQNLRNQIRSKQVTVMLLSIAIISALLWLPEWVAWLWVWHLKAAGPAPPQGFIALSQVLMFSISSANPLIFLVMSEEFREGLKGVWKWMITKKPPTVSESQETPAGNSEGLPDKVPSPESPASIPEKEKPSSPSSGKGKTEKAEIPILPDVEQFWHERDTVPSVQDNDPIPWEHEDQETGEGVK
FBW7 act: human FBW7 E3 ligase activation, primary screen. AlphaScreen FBW7–phospho-cyclin E peptide binding, activator screen. normalized activity (activation), % at 26.1 µM. 650,000 compounds, 0.13% hits; in the data active = normalized activity above about 1.9%;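 note: purified mutant Fbw7 with reduced substrate affinity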
TEAD-YAP inh: TEAD-YAP interaction inhibition | inhibition, % at 9.12 µM | HEK-TIYL cells, TEAD-Gal4/YAP UAS-luciferase luminescence | 640,000 compounds, 1.4% hits; in the data active = inhibition above about 32%;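 note: 0% = median of test compound wells and 100% = reference inhibitor wells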
MITF inh: blocks human microphthalmia-associated transcription factor. inhibition, % at 2.6 µM. 650,000 compounds, 0.91% hits. AlphaScreen MITF homodimerization, bead proximity signal. O75030; in the data active = inhibition above about 50%;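 note: 0% = vehicle wells with protein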
Target sequence (O75030 whole entry, looked up): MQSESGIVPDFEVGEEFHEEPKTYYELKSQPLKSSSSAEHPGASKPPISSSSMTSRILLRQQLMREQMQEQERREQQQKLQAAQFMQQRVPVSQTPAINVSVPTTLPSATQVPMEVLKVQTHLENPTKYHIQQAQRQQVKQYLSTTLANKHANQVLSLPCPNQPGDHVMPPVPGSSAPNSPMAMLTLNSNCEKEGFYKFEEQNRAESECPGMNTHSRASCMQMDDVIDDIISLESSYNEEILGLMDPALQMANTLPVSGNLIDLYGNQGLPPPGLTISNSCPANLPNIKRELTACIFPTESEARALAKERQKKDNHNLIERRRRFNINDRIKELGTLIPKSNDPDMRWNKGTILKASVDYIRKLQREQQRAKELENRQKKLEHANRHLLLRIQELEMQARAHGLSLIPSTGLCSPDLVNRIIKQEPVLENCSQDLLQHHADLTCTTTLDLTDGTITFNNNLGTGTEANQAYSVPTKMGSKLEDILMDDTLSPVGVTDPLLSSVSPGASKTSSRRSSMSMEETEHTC
Starred values were filed as active, the others as inactive; & = joins results of further samples.

Screening COc1cccc(CNn2cnnc2)c1OCc1ccc(F)cc1 returned GPR151 activ 0.0, FBW7 act -0.2, TEAD-YAP inh -8 and MITF inh -7.
For Cc1[nH]c2ccccc2c1C(=O)C(=O)NCc1cccnc1 the results were GPR151 activ 1.7, FBW7 act -0.1, TEAD-YAP inh -1 and MITF inh 7.
Screening CCOC(=O)c1c(NC(=O)C2CC(=O)NN2Cc2ccccc2)sc2c1CCC2 (stereo not given) returned GPR151 activ 2.6, FBW7 act -0.1, TEAD-YAP inh 5 and MITF inh 7.
Screening CCOC(=O)C1(CCOC)CCN(C2CCCC(C)(C)C2)CC1 (stereo not given) returned GPR151 activ -2.2, FBW7 act 0.3, TEAD-YAP inh -3 and MITF inh 9.
For COCCn1nnnc1CN(Cc1cc2c(C)cc(C)cc2[nH]c1=O)C1CCCC1 the results were GPR151 activ 0.1, FBW7 act -0.6, TEAD-YAP inh -1 and MITF inh -6.
O=S(=O)(NN=C1CCCCCCC1)c1ccccc1 was read as GPR151 activ 4.5, FBW7 act -0.1, TEAD-YAP inh 5 and MITF inh 5.
Screening CC1=C(C(=O)Nc2nc3ccccc3s2)C(c2ccccc2Cl)C2=C(CCCC2=O)N1 (stereo not given) returned GPR151 activ -0.7, FBW7 act 0.1, TEAD-YAP inh 8 and MITF inh 4.
For Cc1cc(C)c(NC(=O)Cn2nnc(C(=O)Nc3cc(Cl)ccc3C)c2N)c(C)c1 the results were GPR151 activ 3.7, FBW7 act 0.2, TEAD-YAP inh -1 and MITF inh 6.
COC(=O)c1ccc(NC(=O)CSc2nc3c(c(=O)n2C)SCC3)cc1 was read as GPR151 activ -0.7, FBW7 act 0.0, TEAD-YAP inh -1 and MITF inh -2.
`COc1ccc(C(=O)Nc2nc(-c3ccc(C(C)C)cc3)cs2)cc1` gave GPR151 activ -0.3, FBW7 act 0.0, TEAD-YAP inh -2 and MITF inh 7.
CCOc1ccc(CC(=O)NCc2ccc3[nH]c(C)cc3c2)cc1 was read as GPR151 activ 2.9, FBW7 act -0.1, TEAD-YAP inh 13 and MITF inh 0.
O=C(CN1C(=O)CCC1=O)Nc1ccc(Br)c(Cl)c1 was read as GPR151 activ 2.2, FBW7 act 0.7, TEAD-YAP inh -4 and MITF inh 4.
Brc1ccc(-c2noc(-c3ccccc3Br)n2)cc1 was read as GPR151 activ 1.9, FBW7 act 0.2, TEAD-YAP inh -40 and MITF inh 9.
Screening Nc1nonc1-c1noc(-c2cccc(Cl)c2)n1 returned GPR151 activ -1.0, FBW7 act -0.1, TEAD-YAP inh -33 and MITF inh -10.
`O=C(NCC(c1ccco1)S(=O)(=O)c1ccc(Cl)cc1)c1ccccc1` (stereo not given) gave GPR151 activ -0.3, FBW7 act 0.0, TEAD-YAP inh -6 and MITF inh 3.
c1cc(-c2ccc3cnc(Nc4ccc(-n5cnc(N6CCOCC6)n5)cc4)nc3c2)cs1 was read as GPR151 activ -0.1, FBW7 act 0.0, TEAD-YAP inh -6 and MITF inh 22.
For Cc1cc(C(=O)CNc2cccc([N+](=O)[O-])c2)ccc1F the results were GPR151 activ 1.9, FBW7 act -0.1, TEAD-YAP inh -1 and MITF inh -1.
O=C(Nc1ccccn1)c1ccc(N2C(=O)c3ccccc3C2=O)cc1 was read as GPR151 activ 1.0, FBW7 act -0.1, TEAD-YAP inh -31 and MITF inh -21.
`N#C/C(=C\c1cccc(F)c1)c1nc(-c2cc3c(ccc4ccccc43)oc2=O)cs1` gave GPR151 activ -0.6, FBW7 act 0.0, TEAD-YAP inh 11 and MITF inh 4.
COc1ccccc1N1CCN(C(=O)C2CC=CCC2C(=O)O)CC1 (stereo not given) was read as GPR151 activ 1.2, FBW7 act -0.1, TEAD-YAP inh 3 and MITF inh -5.
Cc1ccc(N(C(=O)c2csnn2)C(C(=O)NC(C)(C)C)c2ccncc2)cc1C (stereo not given) was read as GPR151 activ 1.3, FBW7 act 0.0, TEAD-YAP inh 5 and MITF inh 2.
Cc1nc(-c2ccc(NC(=O)c3cccnc3)cc2)cs1 was read as GPR151 activ -3.5, FBW7 act -0.1, TEAD-YAP inh -54 and MITF inh -11.
C/C=C(\C)CN1CCOc2ccc(C3(O)CCN(C)CC3)cc2C1 was read as GPR151 activ 0.6, FBW7 act 1.2, TEAD-YAP inh -10 and MITF inh -15.
`COc1nn(-c2nc(-c3ccco3)cc(C(F)(F)F)n2)cc1[N+](=O)[O-]` gave GPR151 activ 0.0, FBW7 act 0.0, TEAD-YAP inh -3 and MITF inh 6.
Screening CCOc1ccc(C(=O)Nc2ccccc2N2CCN(C(=O)C(C)C)CC2)cc1[N+](=O)[O-] returned GPR151 activ -0.8, FBW7 act 0.9, TEAD-YAP inh -16 and MITF inh -1.
Screening O=C(CN1C(=O)c2ccccc2C1=O)N1CCN(Cc2ccc(Cl)cc2)CC1 returned GPR151 activ 0.2, FBW7 act 0.1, TEAD-YAP inh 3 and MITF inh 8.
`CC1CC(C#N)N(N(C)C)C1=C(C#N)C#N` (stereo not given) gave GPR151 activ -1.6, FBW7 act 0.0, TEAD-YAP inh 5 and MITF inh 10.
Screening CCOC(=O)c1sc(-c2ccc(F)cc2)cc1NC(=O)CSc1cccc[n+]1[O-] returned GPR151 activ -1.6, FBW7 act 0.1, TEAD-YAP inh -1 and MITF inh 0.
CSc1ncc(Cl)c(C(=O)Nc2nnc(SC)s2)n1 was read as GPR151 activ 0.3, FBW7 act 0.0, TEAD-YAP inh 1 and MITF inh 3.
Screening O=C1c2c(Cl)c(Cl)c(Cl)c(Cl)c2C(=O)N1c1ccc2c3c(cccc13)CC2 returned GPR151 activ 0.7, FBW7 act -0.1, TEAD-YAP inh 11 and MITF inh 4.
`COc1ccc2[nH]c(=O)c(CN(CCO)C(=O)NCc3ccccc3)cc2c1` gave GPR151 activ -1.1, FBW7 act -0.1, TEAD-YAP inh 1 and MITF inh -3.
Screening CC1(C)OC2OC(C(=O)N/N=C/c3ccccc3)C3OC(C)(C)OC3C2O1 (stereo not given) returned GPR151 activ -1.6, FBW7 act 0.0, TEAD-YAP inh -1 and MITF inh -5.
Screening CCNC(=O)Nc1cc2nc(C)n(Cc3ccc(-c4ccc(C(C)=O)cc4)cc3)c2nc1C returned GPR151 activ 0.4, FBW7 act 0.1, TEAD-YAP inh 7 and MITF inh 1.
For Cc1cc2cc3c(cc2n2c(=O)n(CC(=O)N(C(C)C)C(C)C)nc12)OCO3 the results were GPR151 activ -0.1, FBW7 act -0.1, TEAD-YAP inh -13 and MITF inh 6.
For CS(=O)(=O)N1CCC(N2CCOCC2)CC1 the results were GPR151 activ 3.1, FBW7 act -0.2, TEAD-YAP inh 6 and MITF inh 38.
`O=C(COC(=O)c1cc(=O)c2ccccc2o1)c1ccc(Br)cc1` gave GPR151 activ 0.3, FBW7 act 0.0, TEAD-YAP inh -11 and MITF inh 2.
Screening C/C(=N/NC(=O)c1cc(C(C)C)[nH]n1)c1cccc(O)c1 returned GPR151 activ 0.3, FBW7 act -0.1, TEAD-YAP inh -27 and MITF inh -2.
`COC(=O)C1=CN(C)C=C(C(=O)OC)C1c1ccccc1OCc1ccccc1` gave GPR151 activ -1.0, FBW7 act 0.4, TEAD-YAP inh 0 and MITF inh -3.
`CN1C(=O)NC(=O)/C(=C/c2ccc(-c3ccc(Cl)cc3)o2)C1=O` gave GPR151 activ 1.7, FBW7 act 0.2, TEAD-YAP inh 13 and MITF inh 29.
For COc1cc(CN2CCN(c3ccccc3C)CC2)cc([N+](=O)[O-])c1O the results were GPR151 activ 1.4, FBW7 act 0.2, TEAD-YAP inh -2 and MITF inh 3.

A stretch of the results above, as a working copy:
Cc1ccc(N(C(=O)c2csnn2)C(C(=O)NC(C)(C)C)c2ccncc2)cc1C (stereo not given) was read as GPR151 activ 1.3, FBW7 act 0.0, TEAD-YAP inh 5 and MITF inh 2.
Cc1nc(-c2ccc(NC(=O)c3cccnc3)cc2)cs1 was read as GPR151 activ -3.5, FBW7 act -0.1, TEAD-YAP inh -54 and MITF inh -11.
C/C=C(\C)CN1CCOc2ccc(C3(O)CCN(C)CC3)cc2C1 was read as GPR151 activ 0.6, FBW7 act 1.2, TEAD-YAP inh -10 and MITF inh -15.
`COc1nn(-c2nc(-c3ccco3)cc(C(F)(F)F)n2)cc1[N+](=O)[O-]` gave GPR151 activ 0.0, FBW7 act 0.0, TEAD-YAP inh -3 and MITF inh 6.
Screening CCOc1ccc(C(=O)Nc2ccccc2N2CCN(C(=O)C(C)C)CC2)cc1[N+](=O)[O-] returned GPR151 activ -0.8, FBW7 act 0.9, TEAD-YAP inh -16 and MITF inh -1.
Screening O=C(CN1C(=O)c2ccccc2C1=O)N1CCN(Cc2ccc(Cl)cc2)CC1 returned GPR151 activ 0.2, FBW7 act 0.1, TEAD-YAP inh 3 and MITF inh 8.
`CC1CC(C#N)N(N(C)C)C1=C(C#N)C#N` (stereo not given) gave GPR151 activ -1.6, FBW7 act 0.0, TEAD-YAP inh 5 and MITF inh 10.
Screening CCOC(=O)c1sc(-c2ccc(F)cc2)cc1NC(=O)CSc1cccc[n+]1[O-] returned GPR151 activ -1.6, FBW7 act 0.1, TEAD-YAP inh -1 and MITF inh 0.
CSc1ncc(Cl)c(C(=O)Nc2nnc(SC)s2)n1 was read as GPR151 activ 0.3, FBW7 act 0.0, TEAD-YAP inh 1 and MITF inh 3.
Screening O=C1c2c(Cl)c(Cl)c(Cl)c(Cl)c2C(=O)N1c1ccc2c3c(cccc13)CC2 returned GPR151 activ 0.7, FBW7 act -0.1, TEAD-YAP inh 11 and MITF inh 4.

(cont.)
For COC(=O)C(C(=O)OC)C(c1ccccc1)C(c1ccccc1)C(C(=O)OC)C(=O)OC (stereo not given) the results were GPR151 activ -0.8, FBW7 act -0.1, TEAD-YAP inh 3 and MITF inh 5.
O=C(CCN1C(=O)c2cccc3cccc(c23)C1=O)Oc1ccc2c(c1)OCO2 was read as GPR151 activ 1.1, FBW7 act -0.2, TEAD-YAP inh 9 and MITF inh -2.
`O=C(CN(C(=O)c1ccccc1Cl)N1C(=O)C2C3C=CC(C3)C2C1=O)c1cccs1` (stereo not given) gave GPR151 activ 2.2, FBW7 act 0.0, TEAD-YAP inh 6 and MITF inh 6.
Cc1cc(=O)n2c3ccccc3n(CC(O)Cn3ccnc3C)c2c1C#N (stereo not given) was read as GPR151 activ 0.4, FBW7 act -0.1, TEAD-YAP inh -8 and MITF inh 7.
`Cc1ccc(/C=C(/C#N)c2ccc3c(c2)OCO3)cc1[N+](=O)[O-]` gave GPR151 activ -0.8, FBW7 act -0.2, TEAD-YAP inh -2 and MITF inh 5.
Screening CCN(c1ccccc1)c1ncnc2c1cnn2-c1ccccc1 returned GPR151 activ 4.3, FBW7 act -0.1, TEAD-YAP inh -26 and MITF inh -7.
For O=C1CCC(C(=O)OCc2ccccc2)N1 (stereo not given) the results were GPR151 activ 0.9, FBW7 act 0.6, TEAD-YAP inh 13 and MITF inh 15.
O=C(OCc1ccc(Cl)cc1)c1ccc([N+](=O)[O-])o1 was read as GPR151 activ 0.2, FBW7 act -0.2, TEAD-YAP inh 15 and MITF inh 32.
Screening Cc1ccc(NC(=O)C(=O)/C=C(\O)c2ccccc2)cc1C returned GPR151 activ -1.0, FBW7 act 0.9, TEAD-YAP inh -61 and MITF inh 32.
Screening CCn1c(=O)c(C(=O)/C(C#N)=C/c2ccccc2F)c(N)n(Cc2ccccc2)c1=O returned GPR151 activ 0.2, FBW7 act 0.2, TEAD-YAP inh 2 and MITF inh -7.
Screening Cc1ccc(CSCC(=O)NCc2ccccc2C)cc1 returned GPR151 activ 1.1, FBW7 act -0.1, TEAD-YAP inh 7 and MITF inh 1.
Screening COc1ccc2c(c1)c(=O)c1ccccc1n2CC(=O)Nc1ccccn1 returned GPR151 activ -1.4, FBW7 act -0.1, TEAD-YAP inh 6 and MITF inh 6.
`Cc1cc(C)cc(NC(=O)Nc2nnc(N3CCCCC3C)s2)c1` (stereo not given) gave GPR151 activ 0.1, FBW7 act 0.5, TEAD-YAP inh 8 and MITF inh 13.
For O=C(Nc1ccc(Oc2ccccc2)cc1)c1ccc(F)c(S(=O)(=O)NC2CCCC2)c1 the results were GPR151 activ 0.3, FBW7 act -0.1, TEAD-YAP inh 65* and MITF inh 0.
`CC1=C(C(=O)Nc2ccccc2)C(c2ccccc2)C(C#N)=C(SCC(=O)Nc2cccc(Cl)c2)N1` (stereo not given) gave GPR151 activ 1.2, FBW7 act -0.1, TEAD-YAP inh -4 and MITF inh -2.
CCc1ccc[n+](-c2[nH]c(=O)sc2/C=N/NC(=O)c2ccccc2O)c1 was read as GPR151 activ 1.1, FBW7 act 0.1, TEAD-YAP inh 2 and MITF inh 11.
COc1ccc(CCNc2nc(Cl)nc3c2ncn3Cc2ccc(C(F)(F)F)cc2)cc1 was read as GPR151 activ 3.2, FBW7 act 0.0, TEAD-YAP inh 12 and MITF inh 1.
COc1ccc(CN2CCNC(=O)C2CC(=O)NC2Cc3ccccc3C2)c(OC)c1 (stereo not given) was read as GPR151 activ 1.2, FBW7 act 0.1, TEAD-YAP inh 9 and MITF inh -19.
For CCOC(=O)C1=C(c2ccc(OC)cc2)NC(=O)NC1c1ccc(Br)cc1 (stereo not given) the results were GPR151 activ -0.6, FBW7 act -0.1, TEAD-YAP inh -12 and MITF inh 0.
`CCN(CC)C(=O)CCc1nnc(Cc2cc(OC)ccc2OC)o1` gave GPR151 activ -1.6, FBW7 act -0.1, TEAD-YAP inh -19 and MITF inh -8.
Screening O=C(O)c1cc(=O)[nH]c2ccccc12 returned GPR151 activ -0.6&-0.5, FBW7 act -0.2&0.0, TEAD-YAP inh -3&-6 and MITF inh -8&3.
`O=C(O)CCCC(=O)Nc1ccc(C(=O)NCc2cccnc2)cc1` gave GPR151 activ -1.5, FBW7 act 0.0, TEAD-YAP inh 5 and MITF inh -1.

Compound activity deposited in PubChem by The Scripps Research Institute Molecular Screening Center.
